# TIM10 inh: growth inhibitors of isogenic TIM10 control yeast, primary screen, counter-screen for tim10-1 yeast inhibitor project, luminescence, uHTS; S. cerevisiae TIM10 strain growth, BacTiter-Glo luminescence, 24 h; inhibition, % at 10 µM; hit rate 1.4% among 330,000;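 active means inhibition of 40% or more at the single tested concentration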;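 further: wild-type TIM10 isogenic control strain grown at permissive 25 °C; 0% = DMSO yeast wells and 100% = minimal medium wells without yeast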
# tim23-1 inh: growth inhibitors of tim23-1 mutant yeast, primary screen, luminescence, uHTS. inhibition, % at 20 µM. AID 463212, 2010. S. cerevisiae tim23-1 growth, BacTiter-Glo luminescence, 24 h. hit rate 1.3% among 330,000;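 active means growth inhibition of the mutant yeast at or above 50%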;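 further: temperature-sensitive mutant grown at 25 °C; plate controls were DMSO-treated mutant yeast for no effect and medium wells lacking yeast for full effect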
# MPTP block: mitochondrial permeability transition pore inhibitors, primary screen, biochemical, isolated mouse mitochondria, absorbance | inhibition, % at 10 µM | AID 602449, 2012 | hit rate 1.4% among 360,000 | Ca2+ swelling absorbance, 30 min;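 active means inhibition of 50% or more, scaled per plate between neutral and stimulator controls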;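 further: 0% = DMSO wells given calcium and 100% = 1 mM EGTA wells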
# beta cell repl: inducers of MIN6 beta-cell proliferation, primary screen, ATP luminescence, uHTS. proliferation, % at 10 µM. AID 2380, 2010. MIN6 cells proliferation, ATPlite luminescence, 48 h; cells starved in 0.2% serum; 100% = growth in 10% serum. hit rate 0.29% among 330,000;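 active means compounds whose signal lies at least 3.5 SD above the mean of all wells on their plate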;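 further: 0% = DMSO-treated cells in low-serum medium and 100% = 10% serum control; some compounds called inactive have numbers as strong as hits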
# tim10-1 inh: growth inhibitors of tim10-1 mutant yeast, primary screen, luminescence, uHTS | S. cerevisiae tim10-1 ts strain growth, BacTiter-Glo, 24 h | inhibition, % at 20 µM | hit rate 2.2% among 330,000 | AID 463190, 2010;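 active means inhibition of at least 40%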;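 further: mutant grown at 25 °C; 0% = DMSO wells with yeast and 100% = wells holding no yeast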
# APJ agonist: agonists of human apelin receptor APJ, primary screen, CHO-K1 cells, PathHunter beta-arrestin, luminescence; AID 2520, 2010; hit rate 0.11% among 330,000; activation, % at 20 µM; 0% DMSO wells, 100% apelin; P35414;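 active means activation more than six SD over the plate average, tested at 20 µM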;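 further: 0% = DMSO alone and 100% = apelin-13 at 10 nM; some results filed as inactive read as strong as hits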
# Target sequence (P35414 whole entry, looked up): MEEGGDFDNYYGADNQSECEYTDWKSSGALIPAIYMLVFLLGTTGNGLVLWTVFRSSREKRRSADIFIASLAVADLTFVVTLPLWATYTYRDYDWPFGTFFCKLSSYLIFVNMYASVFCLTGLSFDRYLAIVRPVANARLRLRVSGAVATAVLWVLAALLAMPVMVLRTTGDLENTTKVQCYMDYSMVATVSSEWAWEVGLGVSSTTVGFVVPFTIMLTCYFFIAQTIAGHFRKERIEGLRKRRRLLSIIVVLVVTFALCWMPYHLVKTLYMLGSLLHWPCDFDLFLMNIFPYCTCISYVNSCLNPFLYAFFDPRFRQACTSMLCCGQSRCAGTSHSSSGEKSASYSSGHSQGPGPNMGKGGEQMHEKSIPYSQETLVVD
#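 Material: CHO-K1 APJ beta-arrestin complementation cell line; Input: cell density 1000 per well; Incubation: compound stimulation 90 min at 25 °C, detection 60 min; Signal: luminescence from split beta-galactosidase complementation, Galacton Star/Emerald II substrate; Controls: DMSO-only wells as negative, 10 nM Apelin-13 as positive control.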
# APJ antagonist: antagonists of human apelin receptor APJ, primary screen, CHO-K1 cells, beta-arrestin complementation, luminescence; inhibition, % at 20 µM; hit rate 0.32% among 330,000; AID 2521, 2010;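 active means inhibition above about 40% at 20 µM, limit read from the data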;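 further: cells challenged with 10 nM apelin-13 agonist together with compound; plate controls were apelin-13 plus DMSO wells for no effect and DMSO wells lacking apelin-13 for full effect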
# NR3A LBD binder: binders of NR3A ligand-binding domain, primary screen, biophysical, differential scanning fluorimetry, uHTS; Glutamate receptor ionotropic, NMDA 3A (GRIN3A) ligand-binding domain; NR3A LBD differential scanning fluorimetry, Tm shift; 0% = protein alone, 100% = glycine-bound protein; Tm shift relative to glycine control, % at 25 µM; hit rate 2.5% among 340,000; AID 1259313, 2017;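 active means melting temperature shift of at least 10% of the positive control shift, at one fixed dose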
# NLRP3 yeast inh: NALP3 inflammasome inhibitors in reconstituted yeast, primary screen, luminescence, uHTS; hit rate 0.39% among 330,000; inhibition, % at 10 µM; Yeast reconstituted NLRP3/ASC/caspase-1, beta-gal luminescence, 24 h;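 active means inhibition of 50% or more; inactive means inhibition below 50%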;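 further: plate controls were induced DMSO wells for no effect and uninduced yeast grown without galactose for full effect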
# * = called active by the depositor; x = not tested or not shown.
molecule	TIM10 inh	tim23-1 inh	MPTP block	beta cell repl	tim10-1 inh	APJ agonist	APJ antagonist	NR3A LBD binder	NLRP3 yeast inh
O=C1CC[C@@H](CN(Cc2ccccn2)Cc2nc(Cc3ccccc3)no2)N1	-2.1	14.9	-1.8	1.5	11.4	-3.3	1.6	-0.2	12.1
CCOc1ccc(S(=O)(=O)N2CCC(C(=O)N3CCN(c4ccccc4F)CC3)CC2)cc1C	26.3	20.6	-0.3	-5.8	32.6	6.2	-32.9	-2.2	19.3
CCOC(=O)Cn1c(=NC(=O)CC)sc2c(C)cc(C)cc21	2.4	9.6	1.1	3.0	13.1	-2.6	2.7	-2.1	6.3
C#CCOC(=O)c1ccccc1C(=O)N(CC)CC	-5.5	-8.6	-1.7	1.5	4.0	-3.2	-18.3	0.3	0.2
O=C(O)C(Cc1c[nH]c2ccccc12)NS(=O)(=O)c1ccc(Cl)cc1 (stereo not drawn)	6.1	17.1	-2.9	-0.8	-12.7	-2.5	-4.0	-1.6	13.1
CCOC(=O)C1(CCOC)CCN(CC(C)Cc2ccc3c(c2)OCO3)CC1 (stereo not drawn)	-14.3	-6.9	0.0	1.1	-7.6	-3.9	12.1	-2.3	19.1
O=C(COC(=O)/C=C/c1ccc(S(=O)(=O)N2CCOCC2)cc1)NC1CCCCCCC1	25.6	28.4	-0.2	-0.5	34.1	-2.3	-8.9	-0.9	19.1
CCCn1c(=O)c2[nH]cnc2n(-c2ccc(Cl)cc2)c1=O	25.4	7.9	0.3	1.8	9.9	0.2	19.2	-0.1	4.9
CC(C)(C)C(=O)Nc1ccc(C(=O)N/N=C/c2ccccc2OC(=O)c2ccc(Cl)cc2)cc1	10.3	27.7	1.8	-4.5	1.4	-3.8	13.3	21.4*	6.8
O=C(COc1ccccc1)NCC(=O)Nc1cccc(S(=O)(=O)NC2=NCCC2)c1	-3.6	-6.6	-0.6	4.0	-11.8	-2.0	0.2	1.0	11.3

# Other compounds follow.
molecule	TIM10 inh	tim23-1 inh	MPTP block	beta cell repl	tim10-1 inh	APJ agonist	APJ antagonist	NR3A LBD binder	NLRP3 yeast inh
Cc1cccc(N)c1-c1c(C)cccc1N	-10.2	6.8	0.0	2.6	6.8	0.9	-6.2	0.2	3.0
O=C(OCc1nc(-c2ccccc2Cl)no1)c1ccco1	6.4	10.0	-0.8	-1.9	13.3	-3.5	12.1	1.2	8.7
C=CC[C@@H](CC(=O)N[C@H](CO)Cc1ccccc1)C(=O)N[C@@H](COC(=O)[C@@H](CC=C)Cc1ccc(F)cc1)Cc1c[nH]c2ccccc12	6.9	2.2	0.6	-4.5	13.5	-0.7	-6.6	-4.6	-4.1
COc1ccc(S(=O)(=O)NNC(=O)C2CC(c3cccnc3)=NO2)cc1 (stereo not drawn)	9.4	7.7	0.6	6.8	6.1	-2.4	-2.3	1.1	-2.8
COC(=O)CN(c1ccc(C)cc1)S(=O)(=O)c1ccc2c(c1)n(C)c(=O)c(=O)n2C	5.7	8.6	-1.6	-2.5	13.7	-0.3	-1.3	-0.2	-4.4
O=C(Cc1ccc(Cl)cc1Cl)NC1CCCCCC1	7.2	10.6	0.6	-2.0	9.3	0.0	-3.3	-1.3	45.0
N#C/C(=C(/O)CO/N=C/c1ccccc1Cl)c1nc2ccccc2[nH]1	-18.6	-18.2	1.6	-0.7	-16.5	1.3	7.3	0.3	24.4
O=C(CN1CCN(S(=O)(=O)c2ccc(Cl)cc2)CC1)Nc1ccc2c(c1)OCO2	-6.1	31.9	-0.9	-0.8	33.7	-1.1	0.8	-1.7	10.0
O=C1N=C(N2CCCC2)S/C1=C\c1ccccc1	-0.4	16.8	-2.6	-3.2	17.8	-0.3	-2.0	3.8	13.6
Cc1ccc(C(C(=O)NC(C)(C)C)N(C(=O)c2csnn2)c2cccc(F)c2)o1 (stereo not drawn)	8.3	7.9	0.6	0.6	16.3	-0.6	-28.5	0.5	9.2

# Additional structures
molecule	TIM10 inh	tim23-1 inh	MPTP block	beta cell repl	tim10-1 inh	APJ agonist	APJ antagonist	NR3A LBD binder	NLRP3 yeast inh
Cc1ccc(C)c(S(=O)(=O)Nc2cc3c4c(c2)CCN4C(=O)CC3)c1	-0.7	-3.0	0.8	1.9	2.0	1.1	-24.6	0.4	12.5
COc1ccc([C@@H]2C[C@H](c3ccccc3)Oc3cc(OC)c(OC)c(OC)c32)cc1	4.9	12.5	1.1	-7.2	7.7	-3.4	13.0	0.2	12.4
Cc1ccc(C(=O)NCCC(=O)NCc2cc(=O)n(C)c(=O)n2C)cc1	7.7	3.1	0.6	-5.9	-3.3	-0.6	10.5	-0.2	13.3
OCC1(Cc2ccc(Cl)cc2)CCN(Cc2ccc(Oc3ncccn3)cc2)CC1	-5.7	8.2	-1.5	-2.5	-10.4	-0.8	0.1	-0.2	0.5
CC1CCN(c2cc(N3CCOCC3)c(F)cc2[N+](=O)[O-])CC1	21.0	11.6	0.8	0.1	35.7	0.3	-4.9	14.6*	-4.8
CC1CCCC(C)N1C(=O)COC(=O)C(Cc1ccccc1)NC(=O)c1cccs1 (stereo not drawn)	10.1	26.6	1.8	-2.7	5.8	-3.9	12.4	-2.6	-1.1
N#C/C(=C\c1ccc(Cl)c([N+](=O)[O-])c1)c1ccccn1	64.2*	60.4*	-1.3	-6.1	53.7*	5.4	-6.7	-0.5	42.6
Oc1cccc(/C=N/N(Cc2ccccc2)c2ccccc2)c1	48.4*	36.5	6.3	-6.0	53.0*	-2.2	7.0	16.0*	-11.0
CC(C)CCNC(=O)NC(=O)CSc1nnc2ccccn12	-6.4	2.8	0.6	-3.7	-11.1	-6.0	14.9	1.6	-11.5
COc1ccc(CNC(=O)c2nn(-c3ccccc3)cc2OC)cc1	23.6	24.4	0.9	-2.2	-26.2	3.3	-9.2	-0.2	7.5

# Next structures:
molecule	TIM10 inh	tim23-1 inh	MPTP block	beta cell repl	tim10-1 inh	APJ agonist	APJ antagonist	NR3A LBD binder	NLRP3 yeast inh
CCN=C1SCC(=O)N1c1ccc(OC)cc1	-8.2	-7.3	1.4	-1.8	8.3	-4.4	17.0	2.5	28.5
COC(=O)Cc1ccc(NC(=S)NCCCO)cc1	-0.6	-0.4	-0.3	-0.8	2.4	0.8	0.9	-0.2	2.8
O=C(Nc1cccc(F)c1)NC1CCN(Cc2ccccc2)CC1	-3.1	8.5	0.3	-3.5	3.9	-3.5	-3.7	2.0	17.9
COc1ccc(/C=C(\C#N)C(=O)Nc2cc(S(=O)(=O)N3CCOCC3)ccc2N2CCCC2)cc1	35.0	31.9	6.9	-0.1	38.0	-0.9	10.9	0.1	19.1
O=C(NC(=O)N1CCN(c2cccc(Cl)c2)CC1)c1ccccc1	-20.7	11.5	-0.5	-1.0	10.2	-1.8	-2.6	-13.1	14.5
CCN(C(=O)CN1c2ccccc2CC1C)c1c(N)n(Cc2ccccc2)c(=O)[nH]c1=O (stereo not drawn)	20.8	-4.0	-0.6	-0.6	4.0	-3.0	8.7	-0.5	11.4
COc1ccc(-c2nc3ccccc3n2Cc2ccccc2)cc1	27.7	28.0	1.3	1.9	35.7	-6.2	8.4	0.0	7.7
COc1ccc(NC(=O)c2ccc3c(c2)n(C)c(=O)n3C)cc1	11.3	9.7	-2.9	-1.8	4.5	-1.3	-47.4	0.0	11.9
O=C(O)Cn1cc(/C=C2/SC(=O)N(CC(=O)N3CCCCCC3)C2=O)c2ccccc21	4.8	16.5	x	-2.7	18.3	-4.7	20.9	-2.1	14.0
COc1ccc(NC(=O)CSc2nnnn2C2CCCC2)cc1	4.3	9.4	0.1	0.5	-9.8	1.2	-10.3	0.0	19.9

# The list goes on.
molecule	TIM10 inh	tim23-1 inh	MPTP block	beta cell repl	tim10-1 inh	APJ agonist	APJ antagonist	NR3A LBD binder	NLRP3 yeast inh
CCOC(=O)c1c(NC(=O)c2ccc(S(=O)(=O)N3CCOCC3)cc2)sc2c1CCN(C(C)C)C2	13.0	9.2	-1.3	-3.5	4.5	-4.0	25.1	1.8	9.1
O=C(Nc1cccc(S(=O)(=O)N2CCOCC2)c1)c1cn(-c2ccccc2)nc1-c1ccc(F)cc1	-7.6	-45.0	18.1	-4.0	-9.1	-2.8	2.1	22.1*	5.1
Cc1c(NC(=O)C(=O)/C=C(\O)c2ccc(Cl)cc2)c(=O)n(-c2ccccc2)n1C	15.6	-1.0	0.9	0.0	-4.3	-3.1	6.9	-1.0	15.6
Cc1sc2ncnc(N3CCN(Cc4ccccc4)CC3)c2c1-c1ccc(F)cc1	35.2	42.5	0.5	-3.5	19.7	-3.1	16.4	-0.4	16.9
COc1cccc(OC)c1C(=O)NC(=S)Nc1cc(-c2nc3ccccc3[nH]2)ccc1Cl	6.6	14.9	0.5	0.0	6.9	6.7	-4.0	4.7	31.7
Cc1ccsc1C(=O)N(C)C1CCS(=O)(=O)C1 (stereo not drawn)	2.2	5.2	-0.7	1.3	-6.9	2.0	-20.0	-0.4	4.3
O=C(NCCOc1ccccc1)C1CCC(=O)N(CCc2ccc(Cl)cc2)C1 (stereo not drawn)	7.1	3.6	-1.5	-4.8	11.3	-1.6	11.9	0.2	-1.0
COc1cc([N+](=O)[O-])ccc1Nc1nc(C)cc(C)n1	12.0	2.2	0.2	3.0	6.3	-0.5	9.6	-3.2	19.9
Cn1c2ccccc2c2cc(/C=N/NC(=O)c3ccccc3F)ccc21	29.1	41.6	-1.4	0.0	19.0	-0.7	-10.6	-7.7	20.7
CCC(=O)Nc1ccc2nc(SCC(=O)N3CCOCC3)sc2c1	-1.7	3.5	-0.9	-0.5	12.4	-1.9	11.2	-0.1	12.3

# Next section.
molecule	TIM10 inh	tim23-1 inh	MPTP block	beta cell repl	tim10-1 inh	APJ agonist	APJ antagonist	NR3A LBD binder	NLRP3 yeast inh
CNCC(O)CN(c1ccccc1)c1ccccc1 (stereo not drawn)	15.8	11.2	0.8	2.2	8.3	-4.2	5.4	-2.0	22.5
Cc1cc(C)n(-c2ccc(NC(=O)C3CCCCN3C(=O)c3cc(C)oc3C)cc2)n1 (stereo not drawn)	19.2	16.8	-2.2	-2.5	9.2	-3.9	4.2	2.0	6.0
CCOC(=O)N1CCN(C(=O)C(=O)NNC(=O)COc2ccc(Cl)cc2)CC1	-2.4	2.5	0.3	-1.8	10.6	-1.3	16.1	-4.0	-11.8
Cc1ccc2c(=O)cc(C(=O)NC3CCS(=O)(=O)C3)oc2c1 (stereo not drawn)	-4.4	-9.6	-1.9	0.7	1.0	1.6	0.7	5.0	20.5
Cc1sc2nc(CSCC(=O)NC(C)(C)C)[nH]c(=O)c2c1C	10.8	4.5	-2.7	-4.2	-0.7	-3.5	5.2	-2.1	17.0
COc1cc(-c2cc(C(=O)OCC(=O)Nc3ccc4c(c3)OCO4)c3ccccc3n2)cc(OC)c1OC	-1.8	-4.2	0.2	1.1	11.2	-1.8	-5.3	2.4	0.6
NC(=O)[C@@H]1CCCN1Cc1c(C(=O)N2CCc3ccccc3C2)nc2ccc(Cl)cn12	2.2	15.3	-0.7	2.9	6.4	-5.0	15.2	-0.8	7.8
CCOC(=O)N1CCN(C(=O)c2cc3ccccc3o2)CC1	-1.5	15.9	-0.8	-0.2	16.3	-2.6	18.4	-1.4	-1.6

# Compound activity deposited in PubChem by Sanford-Burnham Center for Chemical Genomics.
